# Screens as filed in PubChem BioAssay.
# Vif-A3F inh: blocks the Vif interaction with APOBEC3F | HeLa A3F-eYFP + Vif (tagged APOBEC3F with the HIV-1 protein that degrades it), YFP fluorescence increase | Potency, µM (titrated, usually from 46.1 µM), for the others: at the top dose activity, negative = active | 390,000 compounds, 0.2% hits; note: potency is the fitted concentration of half-maximal effect; % of control where 0% means no effect; nearly all actives have a fitted effect of over 65% in size
#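 HeLa cells stably expressing Vif plus C-terminally eYFP-tagged A3F were seeded, incubated overnight at 37 deg C, dosed with compound, incubated overnight again at 37 deg C. Yellow fluorescence (Ex 488/Em 500-530) reported blocked Vif-mediated A3F-eYFP degradation.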
# D1 PAM: enhances dopamine response at the human D1 receptor. HEK293 TREx D1 cells, calcium flux, dopamine EC20 potentiation. potentiation, % at 10 µM. 360,000 compounds, 0.036% hits. AID 504651; in the data active = potentiation above about 30%; note: 0% is about no effect
# Target sequence (P21728 whole entry, looked up): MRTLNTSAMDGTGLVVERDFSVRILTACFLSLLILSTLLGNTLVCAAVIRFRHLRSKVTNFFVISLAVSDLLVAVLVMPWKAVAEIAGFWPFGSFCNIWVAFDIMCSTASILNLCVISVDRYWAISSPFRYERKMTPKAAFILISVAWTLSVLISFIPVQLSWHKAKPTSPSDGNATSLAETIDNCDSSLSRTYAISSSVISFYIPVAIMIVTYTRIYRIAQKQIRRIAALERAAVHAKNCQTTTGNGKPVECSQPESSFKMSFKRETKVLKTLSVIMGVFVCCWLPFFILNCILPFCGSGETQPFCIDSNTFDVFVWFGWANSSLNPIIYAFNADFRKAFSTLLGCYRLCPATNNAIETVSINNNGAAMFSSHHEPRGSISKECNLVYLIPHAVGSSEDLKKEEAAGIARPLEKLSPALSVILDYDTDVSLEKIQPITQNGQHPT
# RXFP1 agonist: RXFP1 (human) receptor agonism | Q9HBX9 | HEK293T-RXFP1 cAMP TR-FRET, 30 min; response scale: percent of porcine relaxin response, buffer zero | Potency, µM (top dose mostly 57.5 µM), without a hit: at the top dose activation, usual class: activators | 370,000 compounds, 0.3% hits; note: potency is the fitted concentration of half-maximal effect; % is set by controls: 0 for no effect and ±100 for the full control effect; nearly all actives have a fitted effect of over 60% in size; many of its hits are not listed in these tables
#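 cAMP rise read by TR-FRET after 30 min, 37C compound exposure (up to 58 uM) in RXFP1-transfected HEK293 cells with Ro 20174 present. EC50 from Hill-equation fits, with 29 nM porcine relaxin as 100% and buffer as basal.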
# D1 agonist: agonists of human D1 dopamine receptor; 360,000 compounds, 1% hits; activation, % at 2 µM; P21728; HEK293 T-REx D1 cells, calcium flux, agonist mode; in the data active = activation above about 30%; note: 0% is about no effect
#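 Inducible HEK293 T-REx D1 cells, force-coupled to calcium signalling, were plated at 4000 cells/well with tetracycline and held overnight at 30 C. After no-wash calcium dye loading, compound-evoked calcium rise over 180 s flagged agonists.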
# Glioma ERSR ind: ER stress response induction in glioma | U87-MG GRP78 promoter luciferase reporter, 16 h | Potency, µM, without a hit: at the highest dose activation, most hits filed as activators | 420,000 compounds, 0.02% hits; note: potency is the fitted concentration of half-maximal effect; series mostly up to about 76 µM; % of control where 0% means no effect; nearly all actives have a fitted effect of over 35% in size
#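 Stably transfected U87-MG glioma cells carrying a GRP78-based luciferase sensor; 16 h compound incubation. Luminescence end-point read 10 min after Bright-Glo addition at room temperature.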
# D2 potentiator: positive allosteric modulators of human D2 dopamine receptor; HEK293 T-REx D2, calcium flux, EC20 dopamine potentiation; potentiation, % at 10 µM; 340,000 compounds, 0.34% hits;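 active = potentiation over 3 SD above the plate norm, cut at about 30% in these data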; note: 0% is about no effect
#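 Tetracycline-induced HEK293 T-REx cells force-coupled to calcium signalling expressed D2; compounds were pin-added after a 10 s baseline, read kinetically 180 s, then an EC20 dopamine challenge followed with a further 180 s calcium read.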
# D1 antag: antagonists of human D1 dopamine receptor. 360,000 compounds, 3.2% hits. activity change, negative = inhibition, % at 10 µM. HEK293 TREx D1 cells, calcium flux, dopamine EC80; stronger effect = lower value. P21728; in the data active = activity change below about -30%; note: % is set by controls: 0 for no effect and ±100 for the full control effect
#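 After overnight tetracycline induction at 30 C, force-coupled D1 HEK293 cells took up a no-wash calcium dye at room temperature. Compounds were added and monitored 180 s, and the response to EC80 dopamine was then recorded.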
# Vif-A3G inh: Vif-A3G binding inhibition; AID 602310; HeLa A3G-eYFP + Vif (tagged APOBEC3G with the HIV-1 protein that degrades it), YFP fluorescence, overnight; 410,000 compounds, 0.076% hits; Q9HC16; Potency, µM (highest dose often 46.1 µM), inactives show top-dose activity, negative = active, usual class: inhibitors;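 note: potency is the fitted concentration of half-maximal effect; % is set by controls: 0 for no effect and ±100 for the full control effect; nearly all actives have a fitted effect of over 60% in size; hits raise eYFP signal because A3G escapes Vif-driven loss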
# Target sequence (Q9HC16 whole entry, looked up): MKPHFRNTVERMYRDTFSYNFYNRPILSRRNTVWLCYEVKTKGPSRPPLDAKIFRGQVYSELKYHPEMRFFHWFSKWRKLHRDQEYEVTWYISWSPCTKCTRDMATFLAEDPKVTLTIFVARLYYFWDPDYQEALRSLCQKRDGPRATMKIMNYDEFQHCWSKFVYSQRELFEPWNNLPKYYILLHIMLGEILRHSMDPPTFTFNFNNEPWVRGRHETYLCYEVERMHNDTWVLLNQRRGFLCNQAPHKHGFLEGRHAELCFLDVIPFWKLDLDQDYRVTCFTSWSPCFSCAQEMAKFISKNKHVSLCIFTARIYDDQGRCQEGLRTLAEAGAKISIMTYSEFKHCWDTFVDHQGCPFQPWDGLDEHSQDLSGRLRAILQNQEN
#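 Read-out is eYFP fluorescence (Ex 488/Em 500-530) from Vif-expressing HeLa A3G-eYFP cells; more signal means A3G escaped Vif-mediated degradation. Cells plated overnight, compound pinned in, incubated overnight at 37 deg C.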
# RXFP1 antagonist: antagonists of human relaxin receptor RXFP1. Q9HBX9. HEK293-RXFP1, relaxin-stimulated cAMP HTRF, 30 min; stronger effect = lower value. activity change, negative = inhibition, % at 57.5 µM. 350,000 compounds, 0.59% hits;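 active = activity change of -60% or lower, but not beyond a set lower limit; inconclusive = change between -60% and -40%, or beyond the set limit; inactive = change above -40%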; note: % is set by controls: 0 for no effect and ±100 for the full control effect
# * hit, by the source's call; ? = inconclusive; · = no result given; & = joins results of further samples. Unless noted, calls come from the whole dose curve; as a rule, active = well fitted curve in the direction sought with a large enough effect; inconclusive = small, poorly fitted or top-dose-only effect, or another doubt; inactive = no such curve, though single readings can be large; an effect the other way counts as inactive or inconclusive. A portion of the library; count on the stated rates, not on these rows.
SMILES,Vif-A3F inh,Glioma ERSR ind,D1 antag,D1 agonist,Vif-A3G inh,D2 potentiator,RXFP1 antagonist,RXFP1 agonist,D1 PAM
Cc1c(NC(=O)c2cc(-c3ccc(Cl)c(Cl)c3)on2)c(=O)n(-c2ccccc2)n1C,-6%&2%,-5%&1%,6&-1,-5&5,-3%&-7%,-3&1,6&-8,-0.8%&0.6%,-8&-1
CCc1nc(SCc2cccnc2)c2c(=O)n(C)c(=O)n(C)c2n1,0%,2%,2,0,-1%,3,-5,5.4%,-1
O=c1[nH]c(=S)c2ncn(-c3ccccc3)c2[nH]1,18%,-2%,0,3,1%,1,-6,13%,4
CCCOc1ccccc1OCC(=O)Nc1ccc(S(=O)(=O)N2CCCCC2)cc1,3%,-3%,0,10,5%,-10,1,0.7%,-3
CCNC(=O)COc1ccc(S(=O)(=O)Nc2ccccc2)cc1,0%,-2%,·,0,0%,-5,4,-1.5%,1
CCSC1=NC2(CCN(C(=O)NC3CCCCC3)CC2)N=C1c1ccc(OC)cc1,-8%,-4%,5,0,-1%,-4,-16,-1.8%,5
Clc1ccc(-c2nsc(N3CCOCC3)n2)c(Cl)c1,5%,-3%,-1,3,-1%,·,-1,2.8%,0
CC(C)N1CCN(Cc2cccn2-c2cccnc2)CC1CCO (centres undefined),-18%,0%,-5,1,0%,4,-17,-1.4%,-5
COCCCNC(=S)N1CCN(C(=O)C(=O)Nc2ccc(C(=O)OC)cc2)CC1,-1%,-4%,7,1,2%,-3,-4,0.4%,-5
CCc1sc(N(C(=O)Cc2ccccc2)c2ccccc2)nc1-c1ccccc1,4%,-2%,12,1,1%,-5,-3,-2.3%,2
O=C(CSc1ccccc1)Nc1ccccc1C(=O)N1CCCC1,1%,3%,6,11,-1%,14,1,2.3%,-2
CC1=CC(=O)OC1Cc1ccncc1 (centres undefined),2%,-3%,22,0,-3%,23,-5,-1.0%,0
CS(=O)(=O)c1cccc(C(=O)OCC(=O)NC(=O)Nc2ccccc2F)c1,3%,-7%,·,·,-4%,·,-8,·,·
O=C(Cn1nnc(-c2ccc3c(c2)OCO3)n1)N1CCOCC1,8%,-3%,-17,1,1%,-13,4,4.3%,-7
O=C(CSc1nc2cc(C(=O)O)ccc2c(=O)n1-c1ccc(F)cc1)Nc1ccc(F)c(F)c1F,-5%,-4%,9,6,-1%,-1,9,3.0%,6
Cc1cccc(-n2nc3c(c2NC(=O)c2ccco2)CSC3)c1C,2%,-6%,-10,1,1%,4,-26,0.4%,6
O=C(C1CCN(S(=O)(=O)c2cccs2)CC1)N1CCc2ccccc2C1,-11%,-1%,-3,2,0%,-11,-20,-1.2%,-5
O=C(N/C(=C/c1cn(-c2ccccc2)nc1-c1ccccc1)C(=O)N1CCOCC1)c1ccccc1,·,·,-1,0,·,13,·,3.2%,-4
CC/C(C)=N\NC(=O)CNC(=O)c1ccc(Cl)cc1Cl,-5%,-4%,4,-2,-6%,-3,-5,0.5%,-3
CCCS(=O)(=O)Nc1c(C(=O)O)[nH]c2ccccc12,-2%,4%,1,4,0%,-8,-4,0.8%,4
Cc1c(NS(=O)(=O)c2ccc(N)cc2)c(=O)n(-c2ccccc2)n1C,10%,2%,-14,4,1%,1,-7,-0.6%,1
CCN(CC)C(=O)C1=C(C)N(CCCN2CCCC2=O)C(=O)C(CC(=O)NCCN2CCOCC2)C1 (centres undefined),-5%,-3%,·,·,1%,·,2,·,·
CCn1nc(NC(=O)c2ccccn2)c2cc3cc(C)ccc3nc21,-17%,0%,5,1,-2%,-2,-11,-0.3%,-3
CCCCC(=O)NC(c1cccc([N+](=O)[O-])c1)c1c(OC(C)=O)ccc2ccccc12 (centres undefined),-3%,-4%,0,6,4%,-1,-7,-0.8%,-10
CCC(=O)c1ccc(OCC(=O)OCC(=O)NCCC2=CCCCC2)cc1,-10%,-7%,-31*,8,1%,-2,-16,-0.2%,-5
Cc1cc(C)c2oc(-c3cccc(NC(=O)c4ccc(-c5cccc([N+](=O)[O-])c5)o4)c3)nc2c1,-3%,1%,-2,-1,-2%,-11,·,2.3%,3
Cc1ccc(C(=O)N/C(=C\c2cn(C)c3ccccc23)C(=O)N2CCOCC2)cc1,-8%,-2%,-4,0,-5%,2,-1,-0.4%,-4
CC1=C(C(=O)OC(C)C)C(c2cccc(F)c2)n2ncnc2N1 (centres undefined),0%,-2%,39,-1,-1%,9,-2,0.6%,-5
CCC(C)(C)NC(=O)C(c1cccn1C)N(C(=O)Cn1nnc2ccccc21)c1ccc(OC)cc1 (centres undefined),-7%,-4%,0,8,-1%,2,-3,-0.4%,-4
O=C(Cn1cccc1)NC1CCCCCC1,-4%,-4%,·,·,0%,·,-23,0.1%,·
O=C(/C=C/c1ccccc1)N1CCN(C(=O)c2ccco2)CC1,-8%,2%,-3,1,-1%,-5,7,-0.5%,-5
Cc1ccc(OCC(=O)NCCCNC(=O)c2cccnc2)cc1C,-10%,-3%,-30,1,2%,-5,-22,7.6%,-8
CCOc1ccccc1CNC(=O)c1cc(-c2ccc(OC)cc2)nc2ccc(C(C)C)cc12,1%,-3%,16,-2,-6%,-4,-17,2.8%,3
COc1ccc(-n2nc(N)c(C(N)=O)n2)cc1,1%,5%,15,-1,-1%,11,-1,9.6%,2
CCN(CC)S(=O)(=O)c1cccc(C(=O)NC(C(=O)Nc2nnc(C)s2)C(C)C)c1 (centres undefined),-13%,-4%,4,1,1%,-4,3,9.0%,-4
CC1CC(C)CN(C(=O)CNC(=O)Cn2ccc3ccccc3c2=O)C1 (centres undefined),-9%,-6%,3,3,-9%,13,-2,1.2%,-2
Cc1ccc(Cl)cc1N(Cc1ccc(C(=O)NCc2cccnc2)cc1)S(=O)(=O)c1ccccc1,-4%,-3%,22,7,-1%,-4,9,4.3%,-4
Cc1cccc(NC(=S)Nc2ccccn2)c1C,9%,-2%,-14,1,2%,12,0,-0.1%,-7
Cc1cc(NC(=O)Cn2nc(-c3cccs3)ccc2=O)cc(C)c1Br,13%,1%,10,3,2%,5,-10,1.3%,4
CCC12CN(C(=O)c3ccc(C)cc3)CC(CC)(CN(C(=O)c3ccc(C)cc3)C1)C2=O,1%,-3%,8,1,-1%,-7,-3,1.5%,-2
COc1ccc(CCNC(=O)c2cnc3sc(N4CCCC4)nn3c2=O)cc1OC,1%,-3%,22,1,1%,7,-1,7.0%,-2
CCOC(=O)N1CCC(N2CCN(S(=O)(=O)c3ccc(C)cc3)CC2)CC1,4%,-7%,-8,-2,1%,-9,0,1.7%,3
CCOc1ccc(NC(=O)c2cnn3c2NC(c2cccc(OC)c2)=CC3c2ccccc2)cc1 (centres undefined),-5%,-4%,6,4,?,-12,-4,2.4%,-3

# D1 antag, what is marked active above.
smiles	Glioma ERSR ind	D1 antag	D1 agonist	Vif-A3G inh	D2 potentiator	RXFP1 antagonist	RXFP1 agonist	D1 PAM
CCC(=O)c1ccc(OCC(=O)OCC(=O)NCCC2=CCCCC2)cc1	-7%	-31*	8	1%	-2	-16	-0.2%	-5

# Part of the list above in order of molecular weight, ascending.
SMILES,Vif-A3F inh,Glioma ERSR ind,D1 antag,D1 agonist,Vif-A3G inh,D2 potentiator,RXFP1 antagonist,RXFP1 agonist,D1 PAM
O=C(Cn1cccc1)NC1CCCCCC1,-4%,-4%,·,·,0%,·,-23,0.1%,·
Cc1cccc(NC(=S)Nc2ccccn2)c1C,9%,-2%,-14,1,2%,12,0,-0.1%,-7
CC1=C(C(=O)OC(C)C)C(c2cccc(F)c2)n2ncnc2N1 (centres undefined),0%,-2%,39,-1,-1%,9,-2,0.6%,-5
Cc1ccc(OCC(=O)NCCCNC(=O)c2cccnc2)cc1C,-10%,-3%,-30,1,2%,-5,-22,7.6%,-8
CC1CC(C)CN(C(=O)CNC(=O)Cn2ccc3ccccc3c2=O)C1 (centres undefined),-9%,-6%,3,3,-9%,13,-2,1.2%,-2
Cc1ccc(C(=O)N/C(=C\c2cn(C)c3ccccc23)C(=O)N2CCOCC2)cc1,-8%,-2%,-4,0,-5%,2,-1,-0.4%,-4
COc1ccc(CCNC(=O)c2cnc3sc(N4CCCC4)nn3c2=O)cc1OC,1%,-3%,22,1,1%,7,-1,7.0%,-2
CCC12CN(C(=O)c3ccc(C)cc3)CC(CC)(CN(C(=O)c3ccc(C)cc3)C1)C2=O,1%,-3%,8,1,-1%,-7,-3,1.5%,-2
Cc1cc(C)c2oc(-c3cccc(NC(=O)c4ccc(-c5cccc([N+](=O)[O-])c5)o4)c3)nc2c1,-3%,1%,-2,-1,-2%,-11,·,2.3%,3
CCC(C)(C)NC(=O)C(c1cccn1C)N(C(=O)Cn1nnc2ccccc21)c1ccc(OC)cc1 (centres undefined),-7%,-4%,0,8,-1%,2,-3,-0.4%,-4
